Source: PubChem (Sanford-Burnham Center for Chemical Genomics)
Gli-Sufu block: antagonists of Gli-Sufu signaling; Sufu-KO-LIGHT fibroblasts, Gli luciferase reporter luminescence; inhibition, % at 5 µM; actives 0.74% (n = 340,000); AID 588413;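 active = inhibition above about 55%, limit read from the data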;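 note: 0% = DMSO-treated cells and 100% = wells with medium but no cells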
CXCR6 block: CXCR6 (human) receptor inhibition | O00574 | CHO-K1 PathHunter CXCR6 beta-arrestin, luminescence | inhibition, % at 20 µM | actives 0.36% (n = 360,000) | AID 602244; in the data active = inhibition above about 34%, passing the limit was not always enough;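 note: antagonist mode with CXCL16 agonist at 10 nM final; 0% = 10 nM CXCL16 with DMSO and 100% = unstimulated wells without agonist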
Target sequence (O00574 whole entry, looked up): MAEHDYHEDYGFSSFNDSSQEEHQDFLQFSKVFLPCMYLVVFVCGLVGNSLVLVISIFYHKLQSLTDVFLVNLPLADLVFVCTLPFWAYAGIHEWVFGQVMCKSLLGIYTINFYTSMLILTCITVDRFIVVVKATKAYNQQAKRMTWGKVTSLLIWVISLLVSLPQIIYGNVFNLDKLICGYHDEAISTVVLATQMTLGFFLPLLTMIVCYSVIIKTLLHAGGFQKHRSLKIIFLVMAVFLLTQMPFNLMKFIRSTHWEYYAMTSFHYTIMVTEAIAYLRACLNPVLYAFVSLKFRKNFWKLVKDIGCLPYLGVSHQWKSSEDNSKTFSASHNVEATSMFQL
697 NFkB inh: inhibitors of the PMA/ionomycin-induced NF-kB reporter in 697 B cells; 697 B-cell NF-kB luciferase reporter, 16 h; inhibition, % at 4 µM; actives 0.33% (n = 330,000); AID 435022; in the data active = inhibition above about 35%
CCR6 antag: blocks CCL20-driven beta-arrestin recruitment at human CCR6 | inhibition, % at 20 µM | CHO-K1 CCR6 PathHunter beta-arrestin, luminescence, CCL20-stimulated | AID 493098 | actives 0.49% (n = 340,000) | P51684;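 active = compounds whose inhibition of the agonist-driven luminescence signal at 20 µM reaches about 50%, limit read from the data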;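 note: cells stimulated with CCL20 at 14 nM final; plate controls were DMSO with CCL20 for no effect and DMSO without agonist for full effect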
Target sequence (P51684 whole entry, looked up): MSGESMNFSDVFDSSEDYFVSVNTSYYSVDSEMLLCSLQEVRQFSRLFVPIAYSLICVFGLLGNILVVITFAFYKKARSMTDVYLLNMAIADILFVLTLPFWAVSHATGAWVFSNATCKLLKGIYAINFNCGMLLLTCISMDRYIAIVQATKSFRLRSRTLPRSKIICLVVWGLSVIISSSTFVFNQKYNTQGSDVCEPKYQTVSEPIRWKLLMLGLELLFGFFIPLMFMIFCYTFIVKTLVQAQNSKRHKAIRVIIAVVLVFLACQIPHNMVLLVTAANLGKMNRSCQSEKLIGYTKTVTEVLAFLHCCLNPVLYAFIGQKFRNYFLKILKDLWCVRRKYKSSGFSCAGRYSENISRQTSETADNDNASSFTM
APJ antag: blocks the human apelin receptor APJ; actives 0.32% (n = 330,000); AID 2521; inhibition, % at 20 µM; CHO-K1 APJ beta-arrestin complementation, luminescence;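 active = inhibition above about 40% at 20 µM, limit read from the data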;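 note: cells challenged with 10 nM apelin-13 agonist together with compound; plate controls were apelin-13 plus DMSO wells for no effect and DMSO wells lacking apelin-13 for full effect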
EBI2 antag: EBI2 (human) antagonism | P32249 | EBI2 beta-arrestin recruitment, luminescence, 7a,25-OHC stimulated | inhibition, % at 5 µM | actives 0.81% (n = 360,000) | AID 651636; in the data active = inhibition above about 38%;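 note: enzyme fragment complementation signal reports receptor beta-arrestin coupling in cells; 0% = agonist plus DMSO wells and 100% = wells without agonist; some results beyond the cut were filed as inactive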
Jurkat NFkB inh: lowers PMA/ionomycin-induced NF-kB signal in Jurkat cells | PMA/ionomycin-induced NF-kB luciferase reporter, luminescence | inhibition, % at 4 µM | actives 0.53% (n = 330,000); in the data active = inhibition above about 50%
UBC13 polyUb: inhibitors of human UBC13 polyubiquitin chain formation. TR-FRET. inhibition, % at 20 µM. actives 0.47% (n = 330,000). AID 485273; in the data active = inhibition above about 45%, passing the limit was not always enough
Target sequence (P61088 whole entry, looked up): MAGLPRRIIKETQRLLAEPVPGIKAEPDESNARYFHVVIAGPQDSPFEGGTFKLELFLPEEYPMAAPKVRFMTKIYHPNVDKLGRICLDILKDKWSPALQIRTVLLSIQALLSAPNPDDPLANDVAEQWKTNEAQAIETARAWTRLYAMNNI
* hit, by the source's call; nt = no result given.

no.	SMILES	UBC13 polyUb	EBI2 antag	Jurkat NFkB inh	CXCR6 block	CCR6 antag	Gli-Sufu block	APJ antag	697 NFkB inh
1	Cc1ccc(CNC(=O)CN2C(=O)COc3ccc(S(=O)(=O)N4CCCCC4)cc32)o1	-4	3	3	-8	2	-7	8	-12
2	COc1ccc(Cn2c(CO)cnc2SCC(=O)Nc2cc(C)on2)cc1	6	-8	3	-4	6	-5	3	4
3	COc1ccc(NC(=O)CN2CCN(CC(=O)Nc3cc(OC)cc(OC)c3)CC2)cc1	nt	0	nt	-4	0	3	nt	nt
4	O=C(NOCc1ccccc1)c1ccc(Cl)cc1	4	1	-79	5	8	-81	-4	-89
5	N#C/C(=C\c1cccnc1)c1ccc([N+](=O)[O-])cc1	-15	-12	-10	1	-4	31	-22	-67
6	CN(C)C1=NCCN1CCC1CCCCC1	2	-13	-3	4	17	6	5	-11
7	Clc1ccc2c(N/N=C/c3ccccc3Br)ccnc2c1	5	12	-9	4	9	-3	-34	-39
8	Cc1nccn1CC(O)COc1ccc(Cl)cc1Cl (centres undefined)	3	-1	1	4	-1	-12	-2	-37
9	COCC(C)NC(=O)c1ccc2nc(-c3ccccc3)c(-c3ccccc3)nc2c1 (centres undefined)	-1	4	-3	-7	-7	-17	7	0
10	CC(C)C[C@@H]1NC(=O)[C@H](Cc2ccc(O)cc2)NC(=O)[C@H](CCC(N)=O)NC(=O)c2cc([N+](=O)[O-])cc(I)c2NCC[C@@H](C(N)=O)NC1=O	-8	nt	-1	nt	nt	nt	15	26
11	COc1ccccc1-c1cc(C(=O)NC2CCCC2)no1	10	5	-36	-8	15	1	5	-3
12	O=C(NCc1nnnn1-c1ccc(Cl)cc1)c1ccc(Br)o1	-4	1	0	-4	3	-11	-1	7

no.	SMILES	UBC13 polyUb	EBI2 antag	Jurkat NFkB inh	CXCR6 block	CCR6 antag	Gli-Sufu block	APJ antag	697 NFkB inh
13	C=CC(=O)NN(C)c1ncc(C(F)(F)F)cc1Cl	4	8	43	2	2	7	13	1
14	CC(=O)c1ccc(NC(=O)C(C)OC(=O)c2ccc(Br)o2)cc1 (centres undefined)	2	-2	9	-10	0	25	-4	-12
15	Cc1cc(C)c2[nH]c(=O)c(CN(Cc3ccccc3)C(=S)NCCCN(C)C)cc2c1	10	-8	-15	-10	-7	21	-1	-4
16	N#CC(c1ccc(O)cc1)N1CCCCC1 (centres undefined)	-13	2	-1	7	-1	-9	6	6
17	O=C1C2(c3ccccc3)CN(CCCO)CC1(c1ccccc1)CN(CCCO)C2	-1	-2	15	-3	-5	11	7	7
18	CS(=O)(=O)Nc1ccc(-c2n[nH]c(=S)n2-c2ccccc2)cc1	8	-7	3	4	1	-40	3	8
19	COc1ccc(CCNC(=O)CN2C(=O)NC(C)(c3ccc([N+](=O)[O-])cc3)C2=O)cc1 (centres undefined)	-3	7	0	-4	5	2	2	16
20	COc1ccc2nc(-c3ccc(Cl)cc3)cc(C(=O)O)c2c1	5	-7	-23	2	1	-9	8	-23
21	O=C1Nc2ccc(Br)cc2C1=C1CCCCC1	10	-9	19	-2	-4	-1	-5	7
22	O=C(NCCN1CCOCC1)c1cccc(NS(=O)(=O)c2ccc(Br)cc2)c1	-2	0	-12	-4	-6	-5	-4	-33
23	CN(CC(=O)Nc1cccc(F)c1)C(=O)CC1CCCC1	3	-6	6	0	13	-4	13	10
24	CCCn1nc(C(=O)Nc2nc(-c3ccccn3)cs2)c2ccccc2c1=O	-12	-30	15	25	32	4	-1	10

no.	SMILES	UBC13 polyUb	EBI2 antag	Jurkat NFkB inh	CXCR6 block	CCR6 antag	Gli-Sufu block	APJ antag	697 NFkB inh
25	Cc1ccccc1N=C/C=C1/C=C(c2ccccc2)OC(C)(C)O1	-13	-8	0	1	-4	-3	5	6
26	CC(C(=O)NCCN1CCOCC1)(c1ccccc1)c1ccccc1	-2	-10	-1	1	10	9	6	21
27	CC1CCCCC1NC(=O)C(C)N1C(=O)c2ccccc2C1=O (centres undefined)	4	5	-6	2	8	-11	23	8
28	COc1cccc(NC(=O)c2sc(Cl)nc2C)c1	0	5	-1	-5	9	0	-8	0
29	COc1ccc(CCN2CC(C(=O)NCCc3cn[nH]c3)CCC2=O)cc1 (centres undefined)	-6	-5	4	-4	16	-6	8	16
30	Cn1c(=O)c2c(-c3ccccc3)n(N3CCOCC3)cc2n(C)c1=O	-1	-8	7	3	-17	2	32	-2
31	OC(c1cc(C(F)(F)F)nc2c(Cl)cc(Cl)cc12)C1CCCCN1 (centres undefined)	7	-7	3	-1	7	19	9	-45
32	COc1ccc(-c2nc(O)c3cnccn23)cc1	-41	-9	2	-12	6	-11	-23	2
33	Cc1c(Cl)cnc(NC(=O)COC(=O)CCS(=O)(=O)c2ccccc2)c1Cl	-1	3	-7	-5	1	-9	9	-16
34	Cc1ccc(Cn2ccc(NC(=O)c3c(-c4ccccc4Cl)noc3C)n2)cc1	3	16	-1	6	-1	0	-5	5
35	O=C(CCNS(=O)(=O)c1ccccc1C(F)(F)F)NNC(=O)C1COc2ccccc2O1 (centres undefined)	2	0	10	5	5	-5	15	13
36	Cc1ccccc1C(=O)OC1OC(=O)C(Cl)=C1Nc1ccccc1 (centres undefined)	78*	11	7	-9	17	4	4	-18

no.	SMILES	UBC13 polyUb	EBI2 antag	Jurkat NFkB inh	CXCR6 block	CCR6 antag	Gli-Sufu block	APJ antag	697 NFkB inh
37	CN(Cc1nc2ccccc2c(=O)[nH]1)C(=O)c1cc2c(s1)CCCCC2	19	7	25	3	-5	12	9	-6
38	O=[N+]([O-])c1ccccc1S(=O)(=O)N1CCN(Cc2ccsc2)CC1	-3	-2	0	-4	-6	8	6	0
39	O=C(Nc1cccc(F)c1)C1CCN(C(=O)c2ccco2)CC1	3	-3	-1	5	1	4	-24	8
40	O=C(O)c1cccc2c1Oc1ccccc1S2(=O)=O	nt	0	nt	0	2	9	nt	nt
41	COc1ccc(-c2c(NC(=O)c3ccco3)oc3c(C)cccc3c2=O)cc1	0	-5	11	-7	6	-4	1	7
42	O=C(NCC(c1cccs1)N1CCOCC1)C1CCN(S(=O)(=O)c2ccccc2C(F)(F)F)CC1 (centres undefined)	8	11	9	0	18	4	-11	9
43	CN(C)CCCC1Sc2ccccc2Sc2ccccc21 (centres undefined)	24	1	17	-13	17	9	-24	-26
44	COc1ccc(/C=N/NC(=O)c2ccoc2C)cc1CN1CCN(c2ccc(F)cc2)CC1	-2	11	-10	14	4	0	14	-30
45	CN(Cc1cnn(C)c1)C(=O)C1CCC(=O)N(Cc2cccc(C(F)(F)F)c2)C1 (centres undefined)	-1	-2	1	-3	-10	7	11	-17
46	CC(=O)Nc1ccc(S(=O)(=O)NCCC(=O)OCC(=O)c2ccccc2)cc1	-3	-5	5	-20	10	-3	-23	-10
47	CCC(=O)Nc1ccc(N2CCCCC2)c(C(=O)Nc2ccccc2C)c1	4	-9	8	6	18	9	8	11
48	Cc1ccnc(NC(=O)C2CCN(S(=O)(=O)c3cccc4nsnc34)CC2)c1	-2	-1	2	8	14	-1	-5	-23

One compound at a time, from the list above. Order of screens: UBC13 polyUb | EBI2 antag | Jurkat NFkB inh | CXCR6 block | CCR6 antag | Gli-Sufu block | APJ antag | 697 NFkB inh
Cn1c(=O)c2c(-c3ccccc3)n(N3CCOCC3)cc2n(C)c1=O across the screens: -1 | -8 | 7 | 3 | -17 | 2 | 32 | -2
Cc1ccccc1C(=O)OC1OC(=O)C(Cl)=C1Nc1ccccc1 (centres undefined) across the screens: 78* | 11 | 7 | -9 | 17 | 4 | 4 | -18
CN(C)C1=NCCN1CCC1CCCCC1 across the screens: 2 | -13 | -3 | 4 | 17 | 6 | 5 | -11

(more compounds)
no.	SMILES	UBC13 polyUb	EBI2 antag	Jurkat NFkB inh	CXCR6 block	CCR6 antag	Gli-Sufu block	APJ antag	697 NFkB inh
49	O=C(NNC(=O)c1ccc(F)cc1F)c1ccc(-n2cnnn2)cc1	4	0	1	-2	-10	11	13	15
50	O=S(=O)(Nc1nccs1)c1ccc(NS(=O)(=O)c2cccs2)cc1	-12	-8	-10	8	1	1	0	4
51	COc1ccc(S(=O)(=O)N2CCC(C(=O)Nc3cccc(Cl)c3)CC2)cc1OC	2	23	7	-1	5	0	9	0
52	Cc1ccc(S(=O)(=O)n2cc(C=O)c3ccccc32)cc1	83*	-20	3	10	16	-1	13	24
53	CCOc1cc(/C=N/n2cnnc2)ccc1OC(=O)c1cccc([N+](=O)[O-])c1	-2	-9	14	-5	-2	-2	-7	25
54	COc1cccc(SCc2noc(C(=O)NCCC(C)C)c2C(=O)NCCC(C)C)c1	-13	24	11	6	12	-5	11	-8
55	COc1ccc(Cl)cc1NC(=S)NC(=O)c1ccc2c(c1)OCO2	-2	19	-28	7	8	2	3	-9
56	Cc1c(NS(=O)(=O)c2cc(C(=O)O)ccc2Cl)c(=O)n(-c2ccccc2)n1C	-7	-4	3	0	-1	-2	10	-4
57	CNC(=O)CSc1nnc(-c2cnccn2)n1C	-5	0	-2	-6	-2	-8	-2	5
58	COc1ccc(NC(=O)C(c2ccccc2)c2ccccc2)cn1	-21	3	-17	-5	15	5	6	-9
59	COc1ccc(S(=O)(=O)NCc2cccnc2)cc1NC(=O)c1ccc(C)cc1	-5	2	-3	-4	11	-8	-11	-13
60	Cc1ccc(/C=C/C(=O)OCC(=O)NC(C)c2ccccc2)o1 (centres undefined)	-22	8	5	-3	12	0	-3	-2

no.	SMILES	UBC13 polyUb	EBI2 antag	Jurkat NFkB inh	CXCR6 block	CCR6 antag	Gli-Sufu block	APJ antag	697 NFkB inh
61	Cc1cc(Nc2cccc(Cl)c2)nc(N2CCOCC2)n1	6	-3	-18	-1	7	2	-22	3
62	O=C(COC(=O)c1ccc([N+](=O)[O-])o1)Nc1ccc(F)cc1	-16	-15	4	-18	-8	-1	-12	4
63	CCOC(=O)CNC(=O)Cc1ccc(Cl)cc1	5	-5	5	1	-7	-2	-6	-6
64	CCc1cccc(Nc2cnn(C34C[C@@H]5C[C@@H](CC(CC(=O)O)(C5)C3)C4)c(=O)c2Cl)c1	-6	-11	-1	6	18	-4	1	6

Structural class: the entries above with fluorine.
no.	SMILES	UBC13 polyUb	EBI2 antag	Jurkat NFkB inh	CXCR6 block	CCR6 antag	Gli-Sufu block	APJ antag	697 NFkB inh
13	C=CC(=O)NN(C)c1ncc(C(F)(F)F)cc1Cl	4	8	43	2	2	7	13	1
23	CN(CC(=O)Nc1cccc(F)c1)C(=O)CC1CCCC1	3	-6	6	0	13	-4	13	10
31	OC(c1cc(C(F)(F)F)nc2c(Cl)cc(Cl)cc12)C1CCCCN1 (centres undefined)	7	-7	3	-1	7	19	9	-45
35	O=C(CCNS(=O)(=O)c1ccccc1C(F)(F)F)NNC(=O)C1COc2ccccc2O1 (centres undefined)	2	0	10	5	5	-5	15	13
39	O=C(Nc1cccc(F)c1)C1CCN(C(=O)c2ccco2)CC1	3	-3	-1	5	1	4	-24	8
42	O=C(NCC(c1cccs1)N1CCOCC1)C1CCN(S(=O)(=O)c2ccccc2C(F)(F)F)CC1 (centres undefined)	8	11	9	0	18	4	-11	9
44	COc1ccc(/C=N/NC(=O)c2ccoc2C)cc1CN1CCN(c2ccc(F)cc2)CC1	-2	11	-10	14	4	0	14	-30
45	CN(Cc1cnn(C)c1)C(=O)C1CCC(=O)N(Cc2cccc(C(F)(F)F)c2)C1 (centres undefined)	-1	-2	1	-3	-10	7	11	-17
49	O=C(NNC(=O)c1ccc(F)cc1F)c1ccc(-n2cnnn2)cc1	4	0	1	-2	-10	11	13	15
62	O=C(COC(=O)c1ccc([N+](=O)[O-])o1)Nc1ccc(F)cc1	-16	-15	4	-18	-8	-1	-12	4
